Rhodamine fluor = compound autofluorescence in rhodamine spectral region | 59,000 tested, 0.05% active | max dye-equivalent concentration, M | Rhodamine-region fluorescence, 547/598 nm, Tris buffer; active compounds read high; in the data active = max dye-equivalent concentration above about 11 nM; inconclusive = between about 1.1 nM and that limit
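Intrinsic compound fluorescence, ex 547 / em 598 nm, CCD imager. Tris 100 mM pH 8.0; 15 min RT. Output = rhodamine dye-equivalent concentration at each compound concentration.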
Fluorescein autfl = compound autofluorescence in fluorescein spectral region; Compound autofluorescence, 480/540 nm, fluorescein-equivalent; active compounds read high; max fluorescein-equivalent concentration, M; 59,000 tested, 0.91% active; AID 593; in the data active = max fluorescein-equivalent concentration above about 10 nM; inconclusive = between about 1.1 nM and that limit
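Compounds (23 nL) in 100 mM Tris pH 8.0, 15 min at room temperature, then fluorescence read at 480 nm excitation/540 nm emission. Signal converted to fluorescein-equivalent concentration from an on-plate fluorescein standard curve.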
TexasRed autofl = compounds fluorescent in Texas Red spectral region; Compound fluorescence, Texas Red channel, 547/618 nm; active compounds read high; max dye-equivalent concentration, M; 59,000 tested, 0.06% active; in the data active = max dye-equivalent concentration above about 10 nM; inconclusive = between about 1.1 nM and that limit
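qHTS profiling of intrinsic compound fluorescence; 100 mM Tris pH 8.0; 15 min RT; ex 547 / em 618 nm; response expressed as Texas Red dye-equivalent concentration from six-point plate standard.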
Caspase-7 inhib = blocks human caspase-7 allosterically or competitively | P55210 | recombinant caspase-7, Ac-DEVD-AFC fluorescence rate | Potency, µM (series often up to 57.5 µM), inactives show at the highest dose activity change, negative = inhibition, most hits filed as inhibitors | 75,000 tested, 0.02% active; active = well fitted inhibition curve with a large enough effect in the main read-out, with a control signal flat, not every such curve was filed as active; inconclusive = small, poorly fitted or top-dose-only effect, or a change in a side signal; note: potency is the fitted concentration of half-maximal effect; % of control where 0% means no effect
HEK293 cAMP cs = parental HEK293 cAMP activation (counter-screen). 73,000 tested, 2.5% active. parental HEK293 CNG cAMP sensor, membrane potential fluorescence. AID 938. Potency, µM (titrated, usually from 57.1 µM), for the others: at the highest dose activation, hits mostly activators; note: potency is the fitted concentration of half-maximal effect; % of control where 0% means no effect; nearly all actives have a fitted effect of over 55% in size
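Parental HEK 293 cells stably expressing a modified CNG channel (no TSHR) report cAMP rise as membrane depolarization. Membrane potential dye with 100 uM RO 20-1724 was loaded for 60 min at room temperature, then compound added for 30 min; fluorescence read at 590 nm.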
Caspase-1 inhib = blocks human caspase-1 allosterically or competitively; Caspase-1 enzyme, Ac-WEHD-AFC fluorogenic rate; Potency, µM (titrated, usually from 57.5 µM), without a hit: top-dose activity change, negative = inhibition, usual class: inhibitors; 75,000 tested, 0.03% active; AID 900;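 note: potency is the fitted concentration of half-maximal effect; plate controls were vehicle for no effect and no substrate for full effect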
Target sequence (P29466 120-297 limits assumed): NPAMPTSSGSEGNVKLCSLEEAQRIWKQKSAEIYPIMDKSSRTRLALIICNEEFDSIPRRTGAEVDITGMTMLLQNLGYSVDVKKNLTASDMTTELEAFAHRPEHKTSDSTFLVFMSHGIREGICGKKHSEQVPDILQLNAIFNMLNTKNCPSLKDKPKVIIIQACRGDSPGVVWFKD
Target sequence (P29466 317-404 limits assumed): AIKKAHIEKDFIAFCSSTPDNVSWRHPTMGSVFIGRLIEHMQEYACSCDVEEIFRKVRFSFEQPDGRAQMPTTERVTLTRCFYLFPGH
ERK AVP inh = vasopressin-driven ERK pathway inhibition; 72,000 tested, 0.99% active; Potency, µM (doses to about 57.5 µM), inactives show at the highest dose activity, negative = inhibition, actives largely listed as inhibitors; AID 995; HEK293-V1b, vasopressin-stimulated pERK AlphaScreen; note: potency is the fitted concentration of half-maximal effect; % is set by controls: 0 for no effect and ±100 for the full control effect; nearly all actives have a fitted effect of over 55% in size
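Phosphorylated ERK1/2 detected via AlphaScreen bead proximity in lysates of V1b-expressing HEK293 cells given 25 nM vasopressin for 5 min after 30 min compound exposure (37 °C). AC50 from Hill equation; basal DMSO 0%, vasopressin 100%.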
HADH2 inh = inhibitors of human HADH2 dehydrogenase. 73,000 tested, 3.4% active. Potency, µM (highest dose often 57.1 µM), for inactives: at the top dose activity change, negative = inhibition, most hits filed as inhibitors. recombinant HADH2, NADH fluorescence, beta-hydroxybutyryl-CoA. Q99714; note: potency is the fitted concentration of half-maximal effect; % is set by controls: 0 for no effect and ±100 for the full control effect; nearly all actives have a fitted effect of over 60% in size; many of its hits are not listed in these tables
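E. coli-expressed His-tagged HADH2 tested at 20 nM in alkaline Tris buffer (pH 9.0); oxidation of 90 uM beta-hydroxybutyryl-CoA with 1 mM NAD+ tracked fluorimetrically for 4 min.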
USP2a inhib = inhibitors of human ubiquitin-specific protease USP2a | 60,000 tested, 0.1% active | Potency, µM (doses to about 38.3 µM), for the others: top-dose activity change, negative = inhibition, actives largely listed as inhibitors | O75604 | USP2a enzymatic assay, qHTS inhibition;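 note: potency is the fitted concentration of half-maximal effect; nearly all actives have a fitted effect of over 60% in size; plate controls were DMSO for no effect and NEM full inhibition control for full effect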
Target sequence (O75604 whole entry, looked up): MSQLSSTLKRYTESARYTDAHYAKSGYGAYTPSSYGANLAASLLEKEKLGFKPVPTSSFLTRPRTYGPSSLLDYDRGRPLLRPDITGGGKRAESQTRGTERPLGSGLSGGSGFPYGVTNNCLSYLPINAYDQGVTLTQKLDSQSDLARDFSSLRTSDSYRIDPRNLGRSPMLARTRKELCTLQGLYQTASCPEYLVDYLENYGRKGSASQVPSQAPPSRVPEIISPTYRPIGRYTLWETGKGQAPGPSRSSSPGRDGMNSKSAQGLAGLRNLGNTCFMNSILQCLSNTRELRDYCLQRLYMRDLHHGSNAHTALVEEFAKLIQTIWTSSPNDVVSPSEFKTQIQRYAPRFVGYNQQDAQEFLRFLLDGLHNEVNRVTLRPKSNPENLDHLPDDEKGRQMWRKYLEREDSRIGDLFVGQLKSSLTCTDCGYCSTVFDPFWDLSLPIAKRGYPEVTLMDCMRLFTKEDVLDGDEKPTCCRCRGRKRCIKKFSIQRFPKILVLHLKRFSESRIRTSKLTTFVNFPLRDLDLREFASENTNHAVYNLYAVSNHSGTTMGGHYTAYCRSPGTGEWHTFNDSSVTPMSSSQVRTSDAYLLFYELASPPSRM
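USP2 core (20 nM final) was preincubated with compound for 30 min at RT in 20 mM Tris-HCl pH 8.0, 2 mM CaCl2, 2 mM beta-mercaptoethanol; Ub-PLA2 (20 nM) plus NBD C6-HPC (20 uM) then added, fluorescence read after 2.5 h.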
FLuc inh = inhibitors of firefly luciferase; P08659; purified firefly luciferase, luminescence, 8 min; Potency, µM (titrated, usually from 57.1 µM), inactives show top-dose activity change, negative = inhibition, actives largely listed as inhibitors; 72,000 tested, 2.2% active; note: potency is the fitted concentration of half-maximal effect; % is set by controls: 0 for no effect and ±100 for the full control effect; nearly all actives have a fitted effect of over 40% in size
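Substrate buffer containing 10 uM ATP (pH 7.2 imidazole, Mg2+, KCl, detergent, BSA) is dispensed, compound pinned in, then luciferase/luciferin detector mix added. After 8 min at ambient temperature, light output is measured.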
Tau filament bind = binds recombinant human tau filaments; Potency, µM (series often up to 57.1 µM), without a hit: at the highest dose activity change, negative = inhibition; recombinant tau filaments, thioflavin S fluorescence, 15 h; filaments grown with octadecylsulfate alongside compound; 71,000 tested, 2% active;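 note: potency is the fitted concentration of half-maximal effect; % is set by controls: 0 for no effect and ±100 for the full control effect; actives lower thioflavin S fluorescence by blocking filaments or displacing dye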
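Recombinant tau protein (human, 1 uM final) plus 30 uM ODS in HEPES pH 7.4 with NaCl, DTT and thioflavine S. Compound present from the start; fluorescence at 510 nm after 15 h, 37 C.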
The depositor's hits bear a star; i = inactive; u = inconclusive; x = no result given; [ ] = dose if it differs, or a comment. Unless noted, calls come from the whole dose curve; as a rule, active = well fitted curve in the direction sought with a large enough effect; inconclusive = small, poorly fitted or top-dose-only effect, or another doubt; inactive = no such curve, though single readings can be large; an effect the other way counts as inactive or inconclusive. Only part of the results is shown; count on the stated rates, not on these rows.

Labels used below: A = Rhodamine fluor; B = Fluorescein autfl; C = TexasRed autofl; D = Caspase-7 inhib; E = HEK293 cAMP cs; F = Caspase-1 inhib; G = ERK AVP inh; H = HADH2 inh; I = USP2a inhib; J = FLuc inh; K = Tau filament bind
#1 CCOC(=O)c1[nH]c(C)c(C(=O)NC2CCCCCC2)c1C
  A: i | B: i | C: i | D: 0% | E: 15% | F: 0% | G: -11% | H: 6% | I: 15% | J: -1% | K: -5%
#2 Cc1ccc(N(CC(=O)Nc2ccc(S(=O)(=O)N3CCOCC3)cc2)S(C)(=O)=O)cc1C
  A: x | B: x | C: x | D: -3% | E: -22% | F: 0% | G: 10% | H: -5% | I: 45%[activator] | J: 0% | K: 6%
#3 O=C(NCc1cn2ccsc2n1)c1cccc(C(F)(F)F)c1
  A: i | B: i | C: i | D: -1% | E: -4% | F: 3% | G: -14% | H: 5% | I: 4% | J: -1% | K: -4%
#4 COc1ccc(Cl)c(Cn2c(NCCCO)nc3c2c(=O)n(C)c(=O)n3C)c1
  A: i | B: i | C: i | D: 0% | E: -3% | F: 0% | G: -13% | H: 6% | I: -9% | J: 2% | K: 14%
#5 CCOc1ccc2[nH]c(=O)c(CN(Cc3ccco3)Cc3nnnn3Cc3ccccc3)cc2c1
  A: i | B: i | C: i | D: -11% | E: 32µM* | F: -9% | G: -20% | H: 3% | I: 11% | J: -1% | K: 24%
#6 CCN1CCN(C(=O)C(C)N(c2ccc(C)cc2)S(C)(=O)=O)CC1 (configuration not stated)
  A: i | B: i | C: i | D: -3% | E: 3% | F: 0% | G: 36% | H: 7% | I: -3% | J: 0% | K: -14%
#7 CCCn1c(SCC(=O)Nc2nc(C)cs2)nnc1-c1cccnc1
  A: i | B: u | C: u | D: 5% | E: 3% | F: 0% | G: 11% | H: 4% | I: -3% | J: 2% | K: -4%
#8 O=c1cc(CSc2nnnn2-c2ccccc2)nc2nc[nH]n12
  A: i | B: i | C: i | D: 4% | E: 11% | F: 1% | G: -20% | H: 0% | I: 0% | J: 0% | K: -5%
#9 CC(C)C(NC(=O)c1cccs1)c1nnc(SCC(=O)Nc2nccs2)n1C (configuration not stated)
  A: i | B: i | C: i | D: -1% | E: 2% | F: 1% | G: 12% | H: 2% | I: 0% | J: 0% | K: 4%
#10 Cc1nc(NC(=O)CN2CCOCC2)sc1-c1ccccc1
  A: i | B: i | C: u | D: -3% | E: u | F: 2% | G: -15% | H: 4% | I: 10% | J: -4% | K: 10%
#11 O=C(Nc1ccc(Cc2ccncc2)cc1)c1ccc(Br)o1
  A: i | B: u | C: i | D: 0% | E: -1% | F: 1% | G: -18% | H: -6% | I: 15% | J: 0% | K: 5%
#12 CCc1[nH]nc2c1C1(C(=O)N(Cc3ccccc3)c3ccccc31)C(C#N)=C(N)O2 (configuration not stated)
  A: i | B: i | C: i | D: 0% | E: 19% | F: 2% | G: -24% | H: 6% | I: 33%[activator] | J: 0% | K: -8%
#13 O=c1c2ccccc2nc2c3ccccc3ncn12
  A: i | B: i | C: i | D: 0% | E: 7% | F: -1% | G: -11% | H: 27% | I: -9% | J: 1% | K: 0%
#14 O=C(NCCN1CCOCC1)C1CCN(S(=O)(=O)N2CCCCC2)CC1
  A: i | B: i | C: i | D: -3% | E: 6% | F: -1% | G: 9% | H: -1% | I: 2% | J: 1% | K: -4%
#15 CS(=O)(=O)c1ccc(CNC(=O)[C@H]2C[C@@H]2[C@H](NP(=O)(c2ccccc2)c2ccccc2)c2ccccc2)cc1
  A: x | B: x | C: x | D: -2% | E: -9% | F: 5% | G: -10% | H: -2% | I: x | J: x | K: 6%
#16 Cc1cc(C(F)(F)F)nc(SCC(=O)NC2CC3CCC2C3)n1 (configuration not stated)
  A: i | B: i | C: i | D: 0% | E: 1% | F: 0% | G: -26% | H: 4% | I: -3% | J: 0% | K: 8%
#17 CCC1Oc2ccc(C)cc2N(CC(=O)NCc2ccccc2OC)C1=O (configuration not stated)
  A: i | B: i | C: i | D: 1% | E: u | F: 0% | G: 15% | H: -4% | I: 10% | J: 0% | K: 7%
#18 Cc1cc(C)cc(N(CC(=O)Nc2c(C)n(C)n(-c3ccccc3)c2=O)S(C)(=O)=O)c1
  A: x | B: x | C: x | D: 1% | E: 5%[11.4 µM] | F: -3% | G: -10% | H: 8%[11.4 µM] | I: 2%[7.66 µM] | J: 0% | K: -8%[11.4 µM]
#19 Cc1cc(C)c(NC(=O)Cn2cc3c(n2)CCCC3)c(C)c1
  A: x | B: x | C: x | D: -2% | E: u | F: 1% | G: 13% | H: 0% | I: x | J: -1% | K: 5%

Some of the entries so far, as tab-separated lines.
nr	compound	Rhodamine fluor	Fluorescein autfl	TexasRed autofl	Caspase-7 inhib	HEK293 cAMP cs	Caspase-1 inhib	ERK AVP inh	HADH2 inh	USP2a inhib	FLuc inh	Tau filament bind
1	CCOC(=O)c1[nH]c(C)c(C(=O)NC2CCCCCC2)c1C	i	i	i	0%	15%	0%	-11%	6%	15%	-1%	-5%
2	Cc1ccc(N(CC(=O)Nc2ccc(S(=O)(=O)N3CCOCC3)cc2)S(C)(=O)=O)cc1C	x	x	x	-3%	-22%	0%	10%	-5%	45%[activator]	0%	6%
3	O=C(NCc1cn2ccsc2n1)c1cccc(C(F)(F)F)c1	i	i	i	-1%	-4%	3%	-14%	5%	4%	-1%	-4%
4	COc1ccc(Cl)c(Cn2c(NCCCO)nc3c2c(=O)n(C)c(=O)n3C)c1	i	i	i	0%	-3%	0%	-13%	6%	-9%	2%	14%
5	CCOc1ccc2[nH]c(=O)c(CN(Cc3ccco3)Cc3nnnn3Cc3ccccc3)cc2c1	i	i	i	-11%	32µM*	-9%	-20%	3%	11%	-1%	24%
6	CCN1CCN(C(=O)C(C)N(c2ccc(C)cc2)S(C)(=O)=O)CC1 (configuration not stated)	i	i	i	-3%	3%	0%	36%	7%	-3%	0%	-14%
7	CCCn1c(SCC(=O)Nc2nc(C)cs2)nnc1-c1cccnc1	i	u	u	5%	3%	0%	11%	4%	-3%	2%	-4%
8	O=c1cc(CSc2nnnn2-c2ccccc2)nc2nc[nH]n12	i	i	i	4%	11%	1%	-20%	0%	0%	0%	-5%
9	CC(C)C(NC(=O)c1cccs1)c1nnc(SCC(=O)Nc2nccs2)n1C (configuration not stated)	i	i	i	-1%	2%	1%	12%	2%	0%	0%	4%
10	Cc1nc(NC(=O)CN2CCOCC2)sc1-c1ccccc1	i	i	u	-3%	u	2%	-15%	4%	10%	-4%	10%

Looked up by structure from the entries so far:
Labels used below: A = Rhodamine fluor; B = Fluorescein autfl; C = TexasRed autofl; D = Caspase-7 inhib; E = HEK293 cAMP cs; F = Caspase-1 inhib; G = ERK AVP inh; H = HADH2 inh; I = USP2a inhib; J = FLuc inh; K = Tau filament bind
#3 O=C(NCc1cn2ccsc2n1)c1cccc(C(F)(F)F)c1
  A: i | B: i | C: i | D: -1% | E: -4% | F: 3% | G: -14% | H: 5% | I: 4% | J: -1% | K: -4%
#16 Cc1cc(C(F)(F)F)nc(SCC(=O)NC2CC3CCC2C3)n1 (configuration not stated)
  A: i | B: i | C: i | D: 0% | E: 1% | F: 0% | G: -26% | H: 4% | I: -3% | J: 0% | K: 8%
